From PubChem BioAssay
AmpC detergent – inhibitors of E. coli AmpC beta-lactamase with detergent; P00811; AmpC hydrolysis of nitrocefin, absorbance 480 nm, 0.01% Triton; Potency, µM (series often up to 114 µM), for inactives: at the highest dose activity change, negative = inhibition, hits mostly inhibitors; 370,000 tested, 0.041% active; AID 485294;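 further: potency means the concentration at half of the fitted maximal effect; 0% = no-compound wells and -100% = no-enzyme wells; nearly all actives have a fitted effect of over 25% in size; some results filed as inactive show a strong effect at the top dose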
Target sequence (P00811 whole entry, looked up): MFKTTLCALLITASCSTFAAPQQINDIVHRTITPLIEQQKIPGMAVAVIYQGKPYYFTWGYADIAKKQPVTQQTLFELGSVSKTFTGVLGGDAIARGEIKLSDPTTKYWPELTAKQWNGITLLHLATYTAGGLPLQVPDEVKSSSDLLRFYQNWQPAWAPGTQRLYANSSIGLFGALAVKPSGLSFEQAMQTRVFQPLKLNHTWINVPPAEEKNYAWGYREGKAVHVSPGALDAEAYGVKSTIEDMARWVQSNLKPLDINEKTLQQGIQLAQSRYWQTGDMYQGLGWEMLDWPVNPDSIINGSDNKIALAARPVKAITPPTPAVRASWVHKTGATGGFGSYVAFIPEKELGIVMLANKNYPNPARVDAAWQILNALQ
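AmpC (5.3 nM in the dispensed reagent) in 20 mM phosphate pH 7.0 with 0.01% (detergent screen) or 0.0001% Triton X-100 was preincubated with compounds for 15 min at room temperature. Nitrocefin was then added from an 800 uM solution, and hydrolysis was followed at 480 nm.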
FBPA Giardia inh – Giardia lamblia aldolase inhibition; A8B2U2; purified Giardia FBPA; Potency, µM (titrated, usually from 59.6 µM), without a hit: at the highest dose activity, negative = inhibition, actives largely listed as inhibitors; 290,000 tested, 0.71% active; AID 2451; further: potency means the concentration at half of the fitted maximal effect; on the % scale 0 is the no-effect control and ±100 the full control effect; nearly all actives have a fitted effect of over 55% in size
Target sequence (A8B2U2 whole entry, looked up): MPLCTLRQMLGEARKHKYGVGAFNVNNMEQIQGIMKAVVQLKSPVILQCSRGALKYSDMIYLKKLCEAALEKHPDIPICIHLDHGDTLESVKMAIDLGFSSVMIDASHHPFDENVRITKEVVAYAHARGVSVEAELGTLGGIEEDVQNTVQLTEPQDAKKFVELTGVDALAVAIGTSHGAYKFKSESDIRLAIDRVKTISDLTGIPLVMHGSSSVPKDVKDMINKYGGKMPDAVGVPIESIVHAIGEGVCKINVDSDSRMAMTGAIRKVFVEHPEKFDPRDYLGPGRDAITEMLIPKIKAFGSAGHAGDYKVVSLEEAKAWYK
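Giardia FBPA (40 nM reagent) was preincubated 10 min at RT with compound (up to 57.5 uM final), then substrate plus GAPDH/TPI/NAD/arsenate coupling system with diaphorase/resazurin was added; resorufin fluorescence (525/598 nm) was read after 20 min.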
HCMV antiviral – human cytomegalovirus inhibition; HFF cells, HCMV-luciferase reporter, 72 h; active compounds read low; activity change, negative = inhibition, % at 57.5 µM; 410,000 tested, 4.5% active; in the data active means activity change below about -60%; inconclusive means no clear call, values can overlap the other calls; inactive means above about -39%; further: on the % scale 0 is the no-effect control and ±100 the full control effect
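Luciferase read-out from HCMV-luciferase-infected HFFs (MOI 1 PFU/cell) 72 h post infection at 37C; compounds added after 16 h cell attachment; activity normalized between buffer-only basal and Salinomycin (10uM) inhibitor controls.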
AmpC inh no detg – inhibitors of E. coli AmpC beta-lactamase without detergent. AmpC nitrocefin hydrolysis, absorbance 480 nm, 0.0001% Triton. Potency, µM (highest dose often 57.1 µM), inactives show at the top dose activity change, negative = inhibition, actives largely listed as inhibitors. 330,000 tested, 0.52% active;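 further: potency means the concentration at half of the fitted maximal effect; plate controls were no compound for no effect and no enzyme for full effect; nearly all actives have a fitted effect of over 20% in size; some results filed as inactive show a strong effect at the top dose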
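AmpC (5.3 nM in the dispensed reagent) in 20 mM phosphate pH 7.0 with 0.01% (detergent screen) or 0.0001% Triton X-100 was preincubated with compounds for 15 min at room temperature. Nitrocefin was then added from an 800 uM solution, and hydrolysis was followed at 480 nm.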
Shiga toxin inh – Shiga toxin inhibition; AID 2315; Vero cells, Shiga toxin protein synthesis inhibition reporter; 290,000 tested, 9.2% active; inhibition, % at 38.7 µM; in the data active means inhibition mostly above about 28%, no sharp cut-off; inactive means mostly below about 43%; further: 0% is about no effect
Cycloheximide cs – counter-screen hit for Shiga toxin inhibitors, cycloheximide | cell reporter, cycloheximide protein synthesis inhibition counterscreen | max response, % | 300,000 tested, 12% active | AID 2314; in the data active means max response mostly above about 13%, no sharp cut-off; inactive means mostly below about 14%; further: read at 38.3 µM for the half of the compounds with a filed dose; 0% is about no effect
AMA1 RON2 block – inhibitors of Plasmodium falciparum AMA1-RON2 interaction; AlphaScreen AMA1-biotinylated RON2 peptide binding; Potency, µM (highest dose often 58.2 µM), for the others: at the top dose activity change, negative = inhibition, usual class: inhibitors; 360,000 tested, 0.2% active; AID 720542;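 further: potency means the concentration at half of the fitted maximal effect; 0% = vehicle wells and -100% = peptide control; nearly all actives have a fitted effect of over 45% in size; some results filed as inactive show a strong effect at the top dose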
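AMA1 (3D7) with his tag at 25 nM final met compounds first, then biotinylated RON2 peptide at 25 nM; detection used donor plus acceptor beads, 10 µg/mL apiece, read by AlphaScreen after 30 min at room temperature.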
An asterisk follows results filed as active; ? = inconclusive; · = no result given; [ ] = dose if it differs, or a comment. Unless noted, the call rests on the fitted dose curve; in most records, active means well fitted curve in the direction sought with a large enough effect; inconclusive means small, poorly fitted or top-dose-only effect, or another doubt; inactive means no such curve, though single readings can be large; an effect the other way counts as inactive or inconclusive. Random draw from the library; any-hit rate near 16%.

Preview, 13 compounds:
SMILES	AmpC detergent	FBPA Giardia inh	HCMV antiviral	AmpC inh no detg	Shiga toxin inh	Cycloheximide cs	AMA1 RON2 block
O=C(Cc1ccccc1)NCCc1c[nH]c2ccccc12	-2%	5%	28	-11%	7	-2	-5%
C/C(=N\N=C1\NC(=O)C(CC(=O)Nc2ccccc2F)S1)C1CCCCC1 (stereo not given)	0%	16%	14	3%	-2	-3	66%[activator]
CCOC(=O)c1cnc2c(OC)cccc2c1N1CCN(c2ccccn2)CC1	?	-5%	-69*	122%[activator]	-8	-1	-15%
COc1ccc(C2CC(c3ccc(Br)cc3)=NN2C(=O)CSC2=NCCS2)cc1 (stereo not given)	?	0%	-32	3%	-3	-3	-17%
OC(CNC1Cc2ccccc2C1)c1ccccc1 (stereo not given)	5%	-2%	·	-5%	4	9	-3%
O=C(NCc1ccco1)c1ccc2c(c1)CCO2	3%	-3%	3	-19%	17	18	-9%
O=C(CNC(=O)C1COc2ccccc2O1)Nc1cc(Cl)ccc1Cl (stereo not given)	?	·	-2	-25%	·	·	11%
O=C(Nc1ccc(F)c(F)c1)NC1CCCCC1	-11%	-3%	47	-22%	50*	30*	-1%
Cc1ccnc(SCC(=O)Nc2sc3c(c2C#N)CCC(C(C)(C)C)C3)n1 (stereo not given)	-13%	1%	7	-21%	1	-6	3%
CCC1C(=O)N(c2nc(C)cc(C)n2)N=C1C (stereo not given)	-1%	?	0	2%	-11	-3	60%[activator]
CC(C)N(CCn1c(SCC(=O)N2CC(=O)Nc3ccccc32)nc2ccccc2c1=O)C(C)C	8%	8%	-38	29%	25	5	17%
CC(=O)c1cccc(NC(=S)NNC(=O)c2ccc(C)c([N+](=O)[O-])c2)c1	0%	16%	-17	-53%	-12	-2	118%[activator]
Cc1nc2ccccn2c1C(=O)C(=O)Nc1cc(F)ccc1F	2%	0%	76	-17%	28	18	-8%

Main list (from the top)
SMILES	AmpC detergent	FBPA Giardia inh	HCMV antiviral	AmpC inh no detg	Shiga toxin inh	Cycloheximide cs	AMA1 RON2 block
O=C(Cc1ccccc1)NCCc1c[nH]c2ccccc12	-2%	5%	28	-11%	7	-2	-5%
C/C(=N\N=C1\NC(=O)C(CC(=O)Nc2ccccc2F)S1)C1CCCCC1 (stereo not given)	0%	16%	14	3%	-2	-3	66%[activator]
CCOC(=O)c1cnc2c(OC)cccc2c1N1CCN(c2ccccn2)CC1	?	-5%	-69*	122%[activator]	-8	-1	-15%
COc1ccc(C2CC(c3ccc(Br)cc3)=NN2C(=O)CSC2=NCCS2)cc1 (stereo not given)	?	0%	-32	3%	-3	-3	-17%
OC(CNC1Cc2ccccc2C1)c1ccccc1 (stereo not given)	5%	-2%	·	-5%	4	9	-3%
O=C(NCc1ccco1)c1ccc2c(c1)CCO2	3%	-3%	3	-19%	17	18	-9%
O=C(CNC(=O)C1COc2ccccc2O1)Nc1cc(Cl)ccc1Cl (stereo not given)	?	·	-2	-25%	·	·	11%
O=C(Nc1ccc(F)c(F)c1)NC1CCCCC1	-11%	-3%	47	-22%	50*	30*	-1%
Cc1ccnc(SCC(=O)Nc2sc3c(c2C#N)CCC(C(C)(C)C)C3)n1 (stereo not given)	-13%	1%	7	-21%	1	-6	3%
CCC1C(=O)N(c2nc(C)cc(C)n2)N=C1C (stereo not given)	-1%	?	0	2%	-11	-3	60%[activator]
CC(C)N(CCn1c(SCC(=O)N2CC(=O)Nc3ccccc32)nc2ccccc2c1=O)C(C)C	8%	8%	-38	29%	25	5	17%
CC(=O)c1cccc(NC(=S)NNC(=O)c2ccc(C)c([N+](=O)[O-])c2)c1	0%	16%	-17	-53%	-12	-2	118%[activator]
Cc1nc2ccccn2c1C(=O)C(=O)Nc1cc(F)ccc1F	2%	0%	76	-17%	28	18	-8%
Cc1ccc(-n2ncc3c(=O)n(Cc4ccccn4)cnc32)cc1C	-9%	-1%	57	-1%	21	4	1%
FC(F)(F)C1CCCN(c2nsc3ccccc23)C1 (stereo not given)	?	?	·	-53%	-6	-5	-3%
COc1cc(/C=C(\C#N)c2nnc(N3CCOCC3)n2-c2ccccc2)ccc1O	-3%	-12%	38	49%	-3	0	-2%
CCOC(=O)c1c(C)[nH]c(C(=O)COC(=O)/C=C/c2ccc(O)c(OC)c2)c1C	-1%	1%	?	3%	13	2	7%[11.6 µM]
COc1ccc(OC)c(NC(=O)CSc2nnc(NC(=O)c3ccco3)s2)c1	0%	·	-33	-16%	-2	3	-19%
CCN(CC)CCn1c(/N=C/c2cc(Br)ccc2O)nc2ccccc21	6%	-28%	59	-23%	26	9	25%
CCOc1ccccc1OCC(=O)Nc1ccc(N2CCCCC2)cc1	-9%	0%	?	-13%	4	16	-13%
Cc1ccc2nc(Br)c3c(c2c1)OC(CBr)C3 (stereo not given)	-1%	3%	-38	80%[activator]	-13	-1	13%
O=C(Nc1ccncc1)c1ccc2ccccc2c1	-2%	-4%	-6	-22%	58*	43*	-7%
Cc1nn(S(=O)(=O)c2cccc([N+](=O)[O-])c2)c(C)c1Br	-1%	-1%	-5	-3%	-4	-4	-14%
CCOC(=O)CN(C(=O)CNC(=O)c1cccs1)C(C(=O)NC1CCCC1)c1ccncc1 (stereo not given)	-1%	-2%	14	-12%	-22	2	-2%
Cc1nnsc1C(=O)Nc1cc(Cl)ccc1Cl	-6%	-1%	-11	-18%	-2	-5	8%
CCOc1ccc(S(=O)(=O)/N=C(\N)c2ccccc2)cc1	4%	9%	-39	-23%	17	-2	14%
CCCOc1ccc(Cc2nn[nH]n2)cc1	-5%	?	63	-19%	-1	1	-12%
O=C(NC1=NCCS1)c1ccc(Cl)c(S(=O)(=O)N2CCCC2)c1	0%	-8%	-11	-25%	-10	4	56%[activator]
CCN(Cc1ccccc1)C(=O)c1cc2cc(OC)c(OC)cc2[nH]1	-5%	7%	88	-17%	2	-2	-3%
CC(C)c1nc(SCC(=O)Nc2cccc(S(N)(=O)=O)c2)n[nH]1	?	-3%	-7	-12%	-26	-4	0%
c1ccc2nc3c(nc2c1)CCc1nonc1-3	-3%	-4%	14	-16%	29	-5	1%
Cc1ccc(/C=N/NC(=O)c2ccc(C(=O)N/N=C/c3ccc(C)s3)o2)s1	-17%	-1%	44	-13%	-3	1	6%
CS(=O)(=O)N(CC(=O)NC1CCCC1)C1CCCCC1	-6%	3%	2	-2%	-6	-3	-3%
COc1cc(NC(=S)N2CCN(CCO)CC2)c(OC)cc1Cl	-5%	-3%	-13	-7%	15	1	-12%
CS(=O)(=O)N(CC(=O)N1CCCCC1)Cc1ccc(Cl)cc1	1%	-5%	43	-7%	7	-3	5%
Cc1ccsc1C(=O)OCc1csc(-c2ccccc2)n1	?	0%	106	-29%	102*	26*	151%[activator]
Cc1cccc[n+]1CC(=O)c1ccc2c(c1)OCCO2	-15%	8%	-14	-18%	10	6	-1%
O=C(NCC1CCCO1)c1nn2cccnc2c1Cl (stereo not given)	-9%	0%	89	-12%	28*	24*	2%
COc1ccc(OC)c(Nc2nc(-c3sc(N)nc3C)cs2)c1	-1%	?	-4	-3%	-8	-3	27%
CC(=O)Oc1ccc(C(=O)Nc2nccs2)cc1	-16%	-6%	24	-28%	46*	11	18%

Whole records from above.
Profile of `CCOC(=O)c1cnc2c(OC)cccc2c1N1CCN(c2ccccn2)CC1` → AmpC detergent = ?; FBPA Giardia inh = -5%; HCMV antiviral = -69*; AmpC inh no detg = 122%[activator]; Shiga toxin inh = -8; Cycloheximide cs = -1; AMA1 RON2 block = -15%
Profile of `Cc1nnsc1C(=O)Nc1cc(Cl)ccc1Cl` → AmpC detergent = -6%; FBPA Giardia inh = -1%; HCMV antiviral = -11; AmpC inh no detg = -18%; Shiga toxin inh = -2; Cycloheximide cs = -5; AMA1 RON2 block = 8%

The list continues:
SMILES	AmpC detergent	FBPA Giardia inh	HCMV antiviral	AmpC inh no detg	Shiga toxin inh	Cycloheximide cs	AMA1 RON2 block
Cc1ccc(OCC(=O)Nc2ccc3c(c2)OCCO3)cc1C	-4%	-4%	-63*	-30%	178*	32*	29%
COCCn1cnnc1SCC(=O)Nc1sc2c(c1C#N)CCC2	-4%	·	-10	-19%	·	·	-12%
NCCCCCNC(=O)/C=N\O	-2%	5%	-29	-3%	8	1	7%
Cc1cccc(C(=O)NCC(=O)N2CC=C(c3ccccc3)CC2)c1	?	·	12	-7%	·	·	-6%
C(=N\N1CCN(C2c3ccccc3-c3ccccc32)CC1)/c1ccccn1	-1%	?	-9	-7%	-14	11	?
COc1cc(OC)cc(-n2nnnc2SCC(=O)NC2CCCC2)c1	-4%	-1%	-13	-13%	-22	-3	0%
CC(C)(C)c1ccc(-c2csc(NC(=O)CN3C(=O)NC4(CCCCC4)C3=O)n2)cc1	1%	2%	-17	-30%	20	23	7%
COc1ccc(CN2C(=O)c3cccnc3C2=O)cc1S(=O)(=O)N1CC(C)Oc2ccccc21 (stereo not given)	-1%	·	21	80%[activator]	-4	-2	27%
COc1ccc(-n2nc(C(=O)NCC(=O)N3CCCC(C)C3)c3ccccc3c2=O)cc1Cl (stereo not given)	-4%	6%	-7	65%[activator]	36*	17*	-1%
Cc1ccc(OCC(=O)Nc2ccc(Cl)cc2)c([N+](=O)[O-])n1	-7%	·	0	-3%	·	·	1%
Cc1ccc(NC(=O)c2nc3nccc(C)n3n2)cc1S(=O)(=O)N1CCCCC1	·	·	16	39%	·	·	2%
COC(=O)c1ccc(CSc2nnc(NC(=O)C3CC(=O)N(c4ccc5c(c4)OCCO5)C3)s2)cc1 (stereo not given)	-6%	21%	-37	-5%	2	20*	7%
CCN(CC)S(=O)(=O)c1cc(NC(=O)c2ccc(-n3cncn3)c([N+](=O)[O-])c2)ccc1C	-6%	·	-84*	248%	26	-2	2%
O=C1OC(Nc2ccc3ncccc3c2)c2ccccc21 (stereo not given)	0%	?	-12	-18%	54*	27*	-4%
C[C@H]1COC(=O)[C@H](Cc2ccc(F)cc2)C/C=C\C[C@H](CC(=O)NCCO)C(=O)N1	·	·	-4	-8%	·	·	3%
CC1CCCCN1C(=O)CSc1nnc(-c2ccco2)o1 (stereo not given)	-1%	-2%	58	-3%	108*	37*	1%
NNC(=O)c1sc2cc(C(F)(F)F)cnc2c1-c1cccnc1	-2%	?	-11	3%	-6	1	9%
COC(=O)c1ccc(/C=C2/SC(=S)N(CCCC(=O)Nc3ccc(O)cc3)C2=O)cc1	1%	·	-32	-4%	-10	11	0%
O=C(Cn1c(CO)nc2ccccc21)Nc1ccc2c(c1)OCCCO2	0%	·	-4	-2%	·	·	5%
C=C(C)CSc1nc2c(cc1C#N)CCC2	?	2%	17	-24%	5	-1	25%
Cc1ncc(CO)c(/C=N/NC(=O)c2cc(O)c(O)c(O)c2)c1O	-3%	?	·	-24%	2	-5	·
Cc1cc2nc(-c3cccnc3SCC(=O)NC(C)C)[nH]c2cc1C	-9%	-10%	75	-14%[11.4 µM]	66*	79*	8%
COCCN(C(=O)COC(=O)c1cnc(C)cn1)c1c(N)n(Cc2ccccc2)c(=O)[nH]c1=O	2%	·	-16	76%[activator]	·	·	-3%
